bIAP activator: bovine intestinal alkaline phosphatase activators, primary screen, biochemical, bovine IAP, CDP-star luminescence; activation factor at 20 µM; 200,000 compounds, 0.17% hits; purified bovine IAP, 30 min; stronger effect = higher value; fold of DMSO-control signal, blank-subtracted;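 active means activation factor of 2 or more at 20 µM, a signal rise over negative controls twice the positive control's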
TNAP inh no acc: human TNAP enzyme inhibitors, primary screen, biochemical, luminescent, no phosphate acceptor, uHTS | inhibition, % at 20 µM | purified TNAP, CDP-star luminescence, 30 min | AID 1012, 2008 | Alkaline phosphatase, tissue-nonspecific isozyme (Homo sapiens), P05186 | 200,000 compounds, 0.26% hits;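 active means tissue-nonspecific alkaline phosphatase inhibition above about 50% at 20 µM in the single-dose screen, limit read from the data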;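 further: 0% = DMSO negative control and 100% = EDTA positive control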
Target sequence (P05186 whole entry, looked up): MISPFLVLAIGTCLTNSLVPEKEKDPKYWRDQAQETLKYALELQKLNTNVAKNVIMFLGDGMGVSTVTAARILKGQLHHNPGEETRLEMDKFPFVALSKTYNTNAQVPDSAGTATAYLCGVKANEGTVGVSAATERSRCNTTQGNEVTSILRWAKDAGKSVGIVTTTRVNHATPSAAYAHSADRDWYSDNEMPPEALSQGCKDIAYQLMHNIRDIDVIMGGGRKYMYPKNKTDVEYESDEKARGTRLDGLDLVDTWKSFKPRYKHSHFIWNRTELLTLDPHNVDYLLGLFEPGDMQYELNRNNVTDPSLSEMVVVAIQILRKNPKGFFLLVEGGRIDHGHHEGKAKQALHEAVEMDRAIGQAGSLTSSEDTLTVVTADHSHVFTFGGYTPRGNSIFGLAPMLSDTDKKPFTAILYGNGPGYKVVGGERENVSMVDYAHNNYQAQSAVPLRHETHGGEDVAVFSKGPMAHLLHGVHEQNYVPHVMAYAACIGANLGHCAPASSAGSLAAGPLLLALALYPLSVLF
TNAP inh hi DEA: human TNAP enzyme inhibitors, primary screen, biochemical, luminescent, high phosphate acceptor level, uHTS. purified TNAP, CDP-star luminescence, 1 M DEA. inhibition, % at 20 µM. 200,000 compounds, 0.03% hits. AID 1135, 2008;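 active means over 50% inhibition of tissue-nonspecific alkaline phosphatase at 20 µM in the single-dose screen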;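 further: plate controls were DMSO wells for no effect and EDTA-quenched wells as full inhibition for full effect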
SRC2 TRFRET art: TR-FRET signal artefacts, primary screen, artefact control for PPARgamma SRC-2 agonist project, biochemical. TR-FRET ratio at 8 µM. TR-FRET artefact counter-screen; stronger effect = higher value. 200,000 compounds, 0.4% hits. AID 1049, 2008; in the data active means TR-FRET ratio above about 2000; further: inactives centre near 1500
TNAP act hiacc: TNAP activators at high phosphate acceptor level, primary screen, biochemical, luminescence, uHTS; Alkaline phosphatase, tissue-nonspecific isozyme (Homo sapiens), P05186; purified TNAP, CDP-star luminescence, 1 M DEA, 30 min; stronger effect = higher value; 0 = EDTA background, 1 = DMSO-only activity; activation factor at 20 µM; 200,000 tested, under 10 active; AID 1136, 2008;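 active means activation factor at least 2 at 20 µM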
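Test system – human TNAP · Doses – 20 µM single point · Incubation – 30 min, room temperature · Signal – luminescent substrate turnover signal · Read-out basis – activation factor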
bIAP inh: bovine intestinal alkaline phosphatase inhibitors, primary screen, selectivity assay for TNAP inhibitor project, biochemical, bovine IAP, CDP-star luminescence | alkaline phosphatase, intestinal [Bos taurus] | purified bovine IAP, 30 min | inhibition, % at 20 µM | 190,000 tested, under 10 active | AID 1019, 2008;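 active means over 50% inhibition of intestinal alkaline phosphatase at 20 µM in the single-dose screen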
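Assay system – bovine IAP enzyme · Quantity – bovine IAP at 1/65,000,000 final dilution · Detection – CDP-star luminescence signal · Times – 30 min reaction at room temperature · Also added – CDP-star substrate at 30 µM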
PPARg SRC-2 ag: agonists of PPARg-SRC-2 recruitment, primary screen, biochemical, HTS. Peroxisome proliferator-activated receptor gamma (Homo sapiens), P37231. PPARgamma LBD-SRC-2 recruitment. activation, % at 8 µM. 200,000 compounds, 0.34% hits. AID 1032, 2008; in the data active means activation above about 22%;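 further: 0% = vehicle and 100% = reference agonist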
PPARg SRC1 recr: PPARgamma agonists recruiting SRC-1 coactivator, primary screen, biochemical | PPARgamma-SRC-1 coactivator recruitment biochemical assay | activation, % at 8 µM | 200,000 compounds, 0.41% hits | AID 631, 2007; in the data active means activation above about 19%;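 further: 0% = DMSO and 100% = reference agonist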
HMGR II inh: inhibitors of E. faecalis class II HMGR, primary screen, biochemical, Enterococcus faecalis; HMG-CoA reductase (Enterococcus faecalis, mvaE); purified E. faecalis HMGR, NADPH absorbance 340 nm kinetic; inhibition, % at 10 µM; 190,000 compounds, 0.41% hits; AID 1066, 2008;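 active means inhibition above a set limit, the median over all tested compounds plus 3 SD, cut at about 9.5% in these data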;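 further: enzyme runs in reverse so mevalonate oxidation gives rising NADPH absorbance; 0% = complete reaction with DMSO and 100% = background rate lacking mevalonate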
PPARg SRC3 recr: PPARgamma agonists recruiting SRC-3 coactivator, primary screen, biochemical. AID 731, 2007. Peroxisome proliferator-activated receptor gamma (Homo sapiens), P37231. activation, % at 8 µM. biochemical PPARgamma/SRC-3 coactivator recruitment assay. 200,000 compounds, 0.26% hits; in the data active means activation above about 23%;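 further: 0% = DMSO and 100% = reference agonist; some compounds past the cut are filed as inactive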
The depositor's hits bear a star.

SMILES	TNAP inh hi DEA	bIAP inh	PPARg SRC3 recr	PPARg SRC1 recr	PPARg SRC-2 ag	SRC2 TRFRET art	HMGR II inh	TNAP inh no acc	TNAP act hiacc	bIAP activator
O=C(CCSc1ccc(F)cc1)Nc1ccc(-n2cnnn2)cc1	-0.1	16.1	2.1	6.6	3.9	1613	-4.9	-5.1	1	0.8
Cc1ccc(C(=O)CSC2=NC(N)=C(C#N)C3(CCCCC3)C2C(N)=O)cc1 (stereo not drawn)	2.4	13.9	5.7	3.3	-6.0	1555	-2.1	-17.6	1	0.9
O=C(Nc1ccccc1)Nc1ccc(Cl)c([N+](=O)[O-])c1	13.0	26.8	3.7	1.1	2.3	1589	-0.8	-4.4	0.9	0.7
CCOC(=O)c1ccc(NC(=O)c2cc3c(C)nn(-c4ccccc4Cl)c3s2)s1	0.1	4.0	-2.9	-0.1	5.0	1484	-3.2	-0.7	1	1
Cc1ccc(S(=O)(=O)CCC(=O)OCC(=O)Nc2cc(C)on2)cc1	-3.0	-7.1	1.9	7.2	4.8	1414	-3.7	-4.8	1	1.1
C=CCN=C1CCCc2c1[nH]c1ccc(C)cc21	5.2	-7.7	4.3	1.6	3.6	1787	-7.0	-9.3	0.9	1.1
CCCCN1CNC(=S)N(c2cc(C)ccc2C)C1	-4.5	40.5	1.5	4.2	8.8	1529	-1.3	-2.4	1	0.6
COc1cc(NS(=O)(=O)c2ccc(C)cc2)ccc1-n1cnnn1	-8.8	10.2	5.7	-3.5	-3.8	1639	-1.2	-16.2	1.1	0.9
Cc1ccnc(NC(=O)CCC(=O)N(CC(=O)NC(C)(C)C)c2ccc3c(c2)OCCO3)c1	-4.3	-20.5	-3.6	1.0	-7.4	1648	-2.6	-11.5	1	1.2
CCOc1ccc(OCC(=O)Nc2nccs2)cc1	-6.0	-19.7	-3.4	6.4	7.7	1444	-2.2	-8.1	1.1	1.2
Cc1ccc(-c2noc(-c3ccccc3C(=O)N3CCN(C)CC3)n2)cc1	-0.2	2.0	-2.6	-4.0	-4.3	1389	-5.8	-7.5	1	1
CCOc1ccc(NC(=O)COC(=O)Cc2ccc(S(=O)(=O)N3CCOCC3)s2)cc1	-4.7	1.3	2.3	4.8	4.6	1571	-6.0	-14.8	1	1
Cc1ccccc1Cn1cc(NC(=O)CSc2nc3c(c(C(F)(F)F)n2)CCc2ccccc2-3)cn1	-1.5	17.3	-2.2	-6.1	1.7	1449	2.3	-3.5	1	0.8
C[N+](C)(C)c1ccc(/C=N/Nc2nc(Cl)c(C#N)c(Cl)c2Cl)cc1	9.7	5.1	0.1	-1.8	4.1	1456	-3.0	11.3	0.9	0.9
O=C(NCCCN1CCN(c2ccccc2F)CC1)Nc1ccc(F)cc1	-0.4	4.3	1.2	0.1	-1.1	1434	-1.6	-2.1	1	1
CCN(CC)CCNC(=O)Cc1c(C(=O)O)n(C)c2ccccc12	-4.9	8.5	5.3	15.9	2.2	1559	-10.7	-17.3	1	0.9
S=C(NCCN1CCOCC1)Nc1ccc(Br)cc1	-0.4	-1.9	-0.9	2.0	-1.6	1519	-5.9	-11.1	1	1
Cc1cccc(NC(=S)NC2CCCCCC2)c1C	0.2	-1.6	2.8	6.3	1.8	1563	2.4	3.3	1	1
COC(=O)C(C)N(C#N)c1nc(C)nc(C)n1 (stereo not drawn)	1.4	6.1	-6.4	7.9	4.4	1537	-11.6	-6.7	1	0.9
COCC(C)n1c(SCc2cc(=O)n3cc(C)ccc3n2)nc2ccccc2c1=O (stereo not drawn)	-4.4	1.4	-0.5	-4.1	-5.9	1498	-5.0	-12.2	1	1
O=C(CSc1nnc(-c2cccs2)o1)OC1CCCCC1	0.8	14.7	0.1	2.6	3.1	1649	-2.1	-6.8	1	0.9
O=S(=O)(NCC(c1ccccc1)N1CCNCC1)c1ccc(Cl)cc1 (stereo not drawn)	-3.6	2.0	-0.1	3.7	-4.9	1667	0.2	-2.5	1	1
Cc1ccc(NC(=S)N(CCCN2CCC(C)CC2)Cc2ccco2)cc1	-1.9	-3.9	-2.3	-1.5	0.0	1576	-0.4	-10.4	1	1
O/N=C/c1cc(Br)ccc1OCc1cccc(F)c1	-1.2	17.8	-5.5	-1.8	9.9	1392	-1.5	-7.2	1	0.8
CCCNC(=O)N1CCCC(C(=O)c2cccc(Cl)c2)C1 (stereo not drawn)	0.5	1.8	3.2	14.0	1.6	1421	-0.8	-5.2	1	1
c1ccc2c(c1)Cn1nnnc1-2	-7.3	8.4	2.7	8.8	2.1	1509	0.0	-10.9	1.1	0.9
CC(=O)Nc1ccc(S(=O)(=O)N2CCOCC2)cc1	-3.1	0.3	-4.0	-5.9	-4.0	1550	-0.6	-10.1	1	1
CCOc1cc(C(C#N)N2CCOCC2)ccc1OC (stereo not drawn)	-1.9	10.7	5.1	-3.2	-1.7	1422	-3.5	-5.4	1	0.9
COc1ccc(C2C(C#N)=C(N)N(c3ncn[nH]3)C3=C2C(=O)CCC3)cc1 (stereo not drawn)	1.0	-16.0	1.3	4.8	-3.5	1625	4.0	-9.2	1	1.2
Cc1ccc(Nc2nc(Oc3ccc(OCc4ccccc4)nn3)nc(N3CCOCC3)n2)cc1	-4.2	8.0	-0.9	-2.0	1.5	1247	0.4	-8.8	1	0.9
CC(C)(C)NC(=O)NC(=O)COC(=O)CNS(=O)(=O)/C=C/c1ccccc1	-4.7	-5.3	2.4	12.2	2.2	1677	-3.6	-15.2	1	1.1
O=C(Nc1ccc(-n2cccc2)cc1)C1CC1	-2.5	-11.4	-2.9	5.0	-3.1	1556	-2.3	-10.3	1	1.1
Cc1ccc(C(=O)NCCn2cc(SCC(=O)N3CCOCC3)c3ccccc32)cc1	2.1	6.6	5.6	5.0	5.8	1562	-6.0	-3.3	1	0.9
Cc1cc(C)nc(/N=C(\N)N2CCc3ccccc32)n1	0.1	2.8	4.3	5.0	-0.9	1489	1.3	-5.8	1	1
CSc1ccccc1NC(=O)Nc1cccc(Cl)c1	-2.1	6.2	-4.1	-3.4	-4.5	1294	-6.8	-5.9	1	0.9
COc1ccc(C(C)=O)cc1CSc1nc2ccccc2o1	3.4	7.4	-18.5	5.0	-2.6	1265	1.1	-5.6	1	0.9
O=[N+]([O-])c1ccc(N2CCN(C(=S)Nc3ccc(F)cc3F)CC2)cc1	11.0	2.3	3.6	1.8	3.5	1732	-3.6	5.5	0.9	1
COc1cc(NC(=O)C2CC(=O)NC3=C2C(=O)CCC3)c(OC)cc1Cl (stereo not drawn)	0.6	-7.6	10.9	0.1	-13.5	1362	-4.1	-7.1	1	1.1
O=C1Oc2ccccc2C2(O)C3CCCCCC3C12 (stereo not drawn)	-0.1	-2.2	11.6	1.9	5.2	1447	9.4	-6.6	1	1
Cc1ccc(NC(=O)CSc2nnc(C(F)(F)F)n2C)cc1[N+](=O)[O-]	0.2	21.3	-2.0	-2.4	-5.2	1545	0.5	-9.4	1	0.8
CCNCCNC(=O)c1c(O)c2ccccc2n(CC)c1=O	0.1	1.0	-1.7	3.7	8.2	1698	-10.2	-6.2	1	1
CC(c1ccccc1)C1CC(=O)N(Cc2ccccc2)C1=O (stereo not drawn)	-0.8	5.5	3.8	2.3	2.7	1409	-2.1	-4.0	1	0.9
O=C(Nc1ccccc1-c1ccccc1)c1cnccn1	-10.0	13.2	4.9	3.2	0.3	1519	-3.3	-14.2	1.1	0.9
CC(c1ccco1)N(C(=O)C12CC3CC(CC(C)(C3)C1)C2)c1ccccn1 (stereo not drawn)	-6.0	5.8	-5.4	0.7	3.2	1534	0.8	-6.3	1.1	0.9
CCOc1ncccc1C(=O)N1CCCSC1=Nc1ccc(C(C)=O)cc1	1.4	-4.9	0.0	8.2	-1.2	1457	-7.2	-1.9	1	1
Cc1cccc(C)c1OCC(=O)OCC(=O)c1ccc2c(c1)NC(=O)CO2	-3.3	7.5	4.0	-3.5	-6.3	1563	-10.6	-6.2	1	0.9
Cc1cc(F)ccc1S(=O)(=O)Nc1ncnc2sccc12	-2.7	1.3	0.9	-6.3	-6.9	1629	0.5	-2.3	1	1
Cc1ccc(C)c(NC(=O)c2oc(=O)c3ccccc3c2-c2ccccc2)c1	1.3	9.9	-1.7	2.8	-2.3	1663	-1.8	12.7	1	0.9
N/C(Cc1ccc([N+](=O)[O-])cc1)=N\OC(=O)c1ccco1	-0.8	2.7	-2.8	-7.5	-4.6	1559	-1.7	-2.2	1	1
CCNC(=S)Nc1cccc(S(=O)(=O)NC2=NCCC2)c1	-4.6	15.7	5.4	8.4	3.2	1722	-5.5	-10.1	1	0.8

Further compounds follow.
SMILES	TNAP inh hi DEA	bIAP inh	PPARg SRC3 recr	PPARg SRC1 recr	PPARg SRC-2 ag	SRC2 TRFRET art	HMGR II inh	TNAP inh no acc	TNAP act hiacc	bIAP activator
CC(O)C(=O)N/N=C/c1ccccc1C(=O)O (stereo not drawn)	-4.4	5.1	2.2	-2.7	-5.5	1476	13.4*	-9.4	1	0.9
O=C(CN1C(=O)NC2(CCCC2)C1=O)Nc1ccc(S(=O)(=O)N2CCOCC2)cc1	-1.5	-15.5	8.1	10.9	0.4	1656	-1.4	-5.6	1	1.2
CC(C)N1CCc2[nH]c(=S)[nH]c(=O)c2C1	-2.2	1.5	-1.3	8.4	7.0	1642	-4.9	-13.9	1	1
COc1ccccc1NC(=O)c1ccc(NS(=O)(=O)c2c(C)noc2C)cc1	-5.0	7.9	-8.1	5.0	-1.4	1459	0.9	-12.3	1.1	0.9

Hits appear at their usual frequency. Share with any hit: about 1.6%.
